TRPML3 agonist: human mucolipin-3 channel agonism; Q8TDD5; HEK293 TRPML3-YFP, Fluo-8 calcium fluorescence; 100% = the carbachol control signal; activation, % at 3 µM; 0.29% of 220,000 active; AID 1448;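 active = activation above its plate's cutoff, the mean activation of the plate's test wells plus 3 SD, cut at about 12% in these data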;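 also: 0% = DMSO only wells and 100% = carbachol wells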
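Test system – HEK293 line with stable expression of human TRPML3-YFP channel · Control set – carbachol 87 µM final as high control (100%), DMSO as low control (0%) · Signal – Fluo-8 calcium dye fluorescence, ex 470-495, em 515-575 nm · Incubation – 1-h 37 °C dye load, 5-s basal, 120-s post-compound reads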
NPY-Y1 PAM-ag: potentiates or activates human NPY-Y1 receptor | P25929 | NPY-Y1 expressing cells, potentiator/agonist activation | activation, % at 3.6 µM | 0.37% of 220,000 active | AID 1304; in the data active = activation above about 33%, passing the limit was not always enough;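 also: cells stimulated with NPY at EC10 then isoproterenol at EC100; 0% = low agonist plus stimulus and 100% = saturating agonist plus stimulus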
EP2 antag: inhibitors of human EP2 prostaglandin E2 receptor; P43116; C6 glioma cells expressing human EP2, cAMP TR-FRET; cells stimulated with saturating PGE2; inhibition, % at 25 µM; 0.52% of 260,000 active;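 active = percent inhibition above 40 after rounding to a whole number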;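 also: rat C6 glioma host cells with rolipram phosphodiesterase inhibitor present; the protocol text gives 20 µM as final concentration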
Target sequence (P43116 whole entry, looked up): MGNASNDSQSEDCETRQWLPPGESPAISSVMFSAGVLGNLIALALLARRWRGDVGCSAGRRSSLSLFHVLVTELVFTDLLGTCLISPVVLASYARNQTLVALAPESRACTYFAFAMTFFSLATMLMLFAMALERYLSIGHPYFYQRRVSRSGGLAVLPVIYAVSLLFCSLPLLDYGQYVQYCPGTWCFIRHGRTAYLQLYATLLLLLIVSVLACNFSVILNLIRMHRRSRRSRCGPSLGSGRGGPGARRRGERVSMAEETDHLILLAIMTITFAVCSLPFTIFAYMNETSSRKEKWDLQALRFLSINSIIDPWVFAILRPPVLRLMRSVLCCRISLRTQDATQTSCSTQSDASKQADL
EP2 modulator: modulates human prostaglandin E2 receptor EP2 signaling; 0.83% of 260,000 active; P43116; AID 940; EP2-expressing cells, cAMP HTRF FRET, PGE2 co-stimulation; induction, % at 25 µM;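 active = compounds whose cAMP rise, as percent of the full-agonist control response, exceeds 60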;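 also: rat C6 glioma line stably carrying human EP2 under a CMV promoter; the protocol text gives 20 µM as final concentration; 100% = response of wells given 1 µM PGE2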
CHOP inh: inhibitors of CHOP induction in ER stress response; AID 2732; 3.8% of 220,000 active; inhibition, % at 10 µM; CHO-K1 CHOP-promoter luciferase, tunicamycin-induced, 15-18 h;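 active = compounds that reduced the stress-induced luciferase reporter signal by more than about 70% of percent inhibition, limit read from the data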;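 also: 0% = tunicamycin plus vehicle and 100% = wells without tunicamycin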
zfTRPN1 agonist: activates the zebrafish TRPN1 channel | HEK293 zebrafish TRPN1-YFP, Fluo-8 calcium fluorescence; 100% = response to 87 µM carbachol | activation, % at 3 µM | 0.18% of 220,000 active;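 active = activation above its plate's cutoff, the mean activation of test wells on that plate plus 3 SD, cut at about 19% in these data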;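 also: 0% = DMSO alone and 100% = 87 µM carbachol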
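Material: zebrafish TRPN1-YFP in HEK293 cells; Doses: single test compound dose, 3 µM nominal, 0.3% DMSO; Timing: dye loading 1 h at 37 °C, then 30 min room temperature; Technique: intracellular calcium fluorescence with Fluo-8; Benchmarks: high carbachol 87 µM, low DMSO alone.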
NPY Y1 blocker: antagonists of human neuropeptide Y receptor Y1; AID 1040; inhibition, % at 3.6 µM; P25929; 1% of 200,000 active; HEK293-CNG Y1 cells, membrane potential fluorescence; NPY at EC95, then isoproterenol;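 active = inhibition above the campaign mean inhibition of all tested compounds plus 3 SD, cut at about 20% in these data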;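 also: 0% = DMSO wells given NPY plus isoproterenol and 100% = isoproterenol alone without NPY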
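Assay system: HEK293 Y1/CNG channel cell line; Doses: single compound dose of 3.6 µM, 0.4% DMSO; Timing: dye 3 h, compound 60 min room temperature, stimulation 45 min; Technique: Membrane-potential fluorescent dye readout; Measure: % inhibition of NPY effect.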
PPC-1+TRAIL kill: PPC-1 cancer cell killing with TRAIL present; 0.41% of 220,000 active; AID 1443; cell killing (% activity), % at 4 µM; PPC-1 cells + TRAIL, ATPLite viability luminescence;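 active = cell killing above 50% in the first pass at 4 µM, then a duplicate retest at 5 µM averaging 50% or more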;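 also: plate controls were cells with TRAIL plus DMSO for no effect and medium-only wells lacking cells for full effect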
14-3-3 Bad PPI: disrupts binding of bovine 14-3-3 zeta to phospho-Bad peptide | P63103 | TR-FRET 14-3-3zeta/Dy647-pBad peptide displacement, 1 h | inhibition, % at 21.7 µM | 0.71% of 220,000 active | AID 781;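 active = inhibition above about 70%, limit read from the data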;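 also: 0% = full 14-3-3 plus peptide FRET controls and 100% = background without 14-3-3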
Target sequence (P63103 whole entry, looked up): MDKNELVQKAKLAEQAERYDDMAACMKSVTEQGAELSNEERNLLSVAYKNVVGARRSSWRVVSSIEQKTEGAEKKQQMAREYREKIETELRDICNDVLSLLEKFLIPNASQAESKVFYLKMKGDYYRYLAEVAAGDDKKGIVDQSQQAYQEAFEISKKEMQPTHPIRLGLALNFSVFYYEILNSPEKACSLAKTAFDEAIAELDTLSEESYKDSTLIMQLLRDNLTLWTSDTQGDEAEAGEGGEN
The depositor's hits bear a star; / = not tested or not shown; & = joins results of further samples; [ ] = another dose, or the depositor's remark.

Structure	TRPML3 agonist	NPY-Y1 PAM-ag	EP2 antag	EP2 modulator	CHOP inh	zfTRPN1 agonist	NPY Y1 blocker	PPC-1+TRAIL kill	14-3-3 Bad PPI
O=C(O)CN(c1ccccc1)S(=O)(=O)c1cc(C(F)(F)F)cc(C(F)(F)F)c1	0.4	4.2	8.3	27.3	6.0	-0.6	4.2	12.2	-5.8
Cc1ccc(-c2csc(C3=C(O)CN(NC(=O)c4ccc([N+](=O)[O-])cc4)C3=N)n2)cc1	1.6	-12.4	0.8	8.7	3.8	1.2	7.5	37.2	5.9
O=C1c2oc3ccccc3c(=O)c2C(c2cccc(O)c2)N1CCCN1CCOCC1 (centres undefined)	0.6	-3.5	6.9	-8.8	15.6	2.6	-2.1	24.7	-3.1
CC(C)CCNC(=O)c1ccc2c(SCC(=O)O)c3c(nc2c1)CCC3	0.4	-12.5	6.7	-9.8	1.8	1.6	/	4.3	14.9
CCCn1nnnc1NCc1ccc(Cl)cc1Cl	-1.2	-1.9	0.8	1.2	4.5	-1.4	6.5	14.4	-6.8
COc1ccc(C(=O)OCC(=O)NC(=O)NC2CCCC2)c(O)c1	-0.5	-41.4	2.5	-29.2	17.3	-0.1	6.6	10.6	-6.0
O=C(CN1C(=O)S/C(=C/c2cc(Br)cs2)C1=O)N1CCOCC1	1.0	7.3	8.8	-11.1	8.8	1.0	2.2	13.3	-6.4
CCCc1nc(SC2CCCC2)c2c(=O)n(C)c(=O)n(C)c2n1	/	/	7.4	79.4*	75.4*	/	/	-8.3	-0.3
O=C(CSc1nnc2c(n1)[nH]c1ccc(F)cc12)OCc1ccccc1	0.6	11.3	16.1&7.9	8.1&-5.3	24.7	1.6	0.5	13.3	-7.1
CCCCc1nnc(SCc2ccc(OCC)cc2)n1N	-0.3	-8.6	13.6	-16.3	-28.1	0.7	-4.2	-2.2	15.6
O=C(NCC(=O)N(Cc1cccs1)C(C(=O)NC1CCCCC1)c1ccco1)c1cccs1 (centres undefined)	0.5	-21.8	9.8	24.1	8.2	-0.1	4.1	14.0	4.7[fluorescence artefact?]
C/C(=N\O)C(=O)Nc1ccccc1	0.5	-3.5	10.7	-14.6	-2.1	1.0	/	9.4	-3.8
Cc1cccc(OCC(=O)Nc2ccc(N3CCN(S(C)(=O)=O)CC3)cc2)c1	1.1	-15.2	/	-19.3	-12.4	-1.1	-4.9	10.3	6.4
CCc1ccc(OCC(=O)NC(NC(=S)Nc2ccccc2OC)C(Cl)(Cl)Cl)cc1 (centres undefined)	0.7	-1.5	16.0	6.2	8.5	-1.1	10.6	19.2	-4.1[fluorescence artefact?]
CCc1nnc(NS(=O)(=O)c2ccc(NC(=S)NC(=O)/C=C/c3ccc([N+](=O)[O-])cc3)cc2)s1	0.8	2.8	4.8	-58.5	23.6	0.7	/	10.7	3.6
c1ccc2c(C3=NNC(=NC4CCCCC4)SC3)c[nH]c2c1	0.8	-14.8	9.3	-89.3	14.2	0.5	0.3	-1.3	0.4
Nc1nncn1C(=O)c1ccccc1Cl	0.6	4.9	6.3	9.3	0.3	10.3	-3.1	14.7	0.2
CCOC(=O)c1sc(NC(=O)CCN2CC(C)OC(C)C2)c(C(=O)OCC)c1C (centres undefined)	0.4	-8.7	/	50.3	45.6	0.9	-8.7	1.9	-12.3
CCN(CC)CC(=O)c1c[nH]c2ccccc12	0.2	19.9	12.3	-14.0	22.1	2.5	2.0	-18.2	0.9[fluorescence artefact?]
O=C(CSc1ccc2nnc(CCNC(=O)c3ccccc3)n2n1)Nc1ccccc1	0.1	-11.9	10.1	-0.6	-3.7	-1.6	1.4	17.2	-2.3

Structure	TRPML3 agonist	NPY-Y1 PAM-ag	EP2 antag	EP2 modulator	CHOP inh	zfTRPN1 agonist	NPY Y1 blocker	PPC-1+TRAIL kill	14-3-3 Bad PPI
COCCn1c(SCC(=O)Nc2ccc(C)cc2C)nc2c(oc3ccccc32)c1=O	0.8	12.6	3.8	-9.7	100.7*	-1.1	4.1	9.5	4.7
Cn1cc(CCNC(=O)CC2C(=O)NCCN2Cc2cccc(Oc3ccccc3)c2)cn1 (centres undefined)	0.6	0.2	1.6	4.9	2.3	1.5	1.7	4.0	-4.2
COC(=O)c1c(NC(NC(C)=O)C(Cl)(Cl)Cl)sc2c1CCCC2 (centres undefined)	0.1	-11.8	0.5	-2.0	42.3	0.2	4.2	15.0	-8.8
COc1ccc(S(=O)(=O)N2CCCC2c2cccs2)cc1 (centres undefined)	0.5	9.4	13.2	2.2	6.7	0.7	/	15.4	-1.5
O=C(C[n+]1ccc(C(=O)NCc2ccccc2)cc1)c1ccc2c(c1)OCCO2	0.8	-16.1	9.5	3.0	-19.0	1.0	-0.9	12.7	-3.1
OCC(CO)(CO)n1cnnn1	0.1	3.7	22.9	-17.3	-4.1	-0.3	-1.2	15.0	-6.1
NC(=O)NC1CCCc2c1[nH]c1ccc(Cl)cc21 (centres undefined)	0.3	18.1	5.3	-12.5	27.2	2.1	-3.4	3.2	11.2
CCCCN(C)C/C(O)=C(\C#N)c1nc(-c2ccccc2)cs1	1.2	1.1	3.2	-32.1	9.8	0.6	-3.5	-12.9	2.8
Cc1ccc(-c2nnc(CSc3nnc(COc4ccccc4)n3-c3ccc(C)cc3)o2)cc1	-1.0	-20.7	7.7	-17.9	41.6	-1.4	17.0	8.0	-1.3
Cc1cccn2c(CN3CCNC(=O)CC3)c(C(=O)N(C)CCc3ccccc3)nc12	0.5	-5.7	1.3	-16.4	17.9	-2.0	1.9	8.3	4.1
Cc1cccc(-c2cc3nc4c(c(NCc5ccco5)n3n2)CCCC4)c1	-0.6	-8.8	3.8	2.5	-27.2	-0.7	2.8	47.4	12.9
CCN1CCN(CC(=O)Nc2ccc(Cl)c(Cl)c2)C(=O)C1=O	0.9	-19.6	6.2	8.8	9.8	0.5	-3.6	8.6	1.6[fluorescence artefact?]
Cc1nc(N2CCCCC2)c(C#N)c(C)c1[N+](=O)[O-]	0.7	-0.4	5.2&3.8	36.2&35.0	73.6*	0.9	11.2	6.4	-24.5
CC(=O)c1cccc(NC(=O)CSC(=O)c2ccccc2)c1	-0.1	-29.3	8.2	-6.7	-4.8	0.5	0.7	-20.3	4.5
Cc1[nH]c2ccccc2c1C(=O)CSc1nc2ccccc2c(=O)n1-c1ccccc1F	0.4	0.4	5.1	-20.2	19.8	0.7	2.9	26.0	-15.2
Cc1ccc(NCCC#N)cc1C	1.0	6.7	9.2	17.2	38.0	-1.1	2.1	23.2	-2.0
CN(c1ccccc1)S(=O)(=O)c1cccc(NC(=O)c2ccc3ncsc3c2)c1	0.9	13.1	13.8	-34.5	32.3	5.1	/	6.5	3.2
CCCCNc1nc2ccccc2n1CC(=O)Nc1c(C)cccc1CC	0.0	-34.8	10.9	27.8	39.0	-0.1	31.4*	8.2	-7.5
N#C/C(=C/c1ccc(Br)o1)C(N)=O	0.5	-22.4	12.7	-2.8	1.9	0.8	-1.6	18.7	9.8[fluorescence artefact?]
Cc1ccc[n+](CC(=O)c2ccc(-c3ccccc3)cc2)c1	0.7	-20.6	2.9	8.7	2.4	0.0	6.3	2.6	-14.3

Structure	TRPML3 agonist	NPY-Y1 PAM-ag	EP2 antag	EP2 modulator	CHOP inh	zfTRPN1 agonist	NPY Y1 blocker	PPC-1+TRAIL kill	14-3-3 Bad PPI
Cc1cc(NC(=O)CSc2nc3ccccc3n2CC(=O)N2CCC(C)CC2)no1	0.6	-5.3	6.8&7.0	2.2&15.8	-12.0	0.8	1.0	21.3	-3.0
CC(C)(C)Cc1cc(N)on1	0.7	9.8	4.4	11.7	22.6	0.9	-0.3	13.4	-11.4
CSc1nc(-c2ccc(Cl)cc2Cl)[nH]c(=O)c1C#N	-0.7	1.2	8.3	48.6	34.4	0.4	4.0	7.2	20.2
Cc1ccccc1C(=O)Nc1ccnc(-c2ccncc2)n1	0.0	-7.0	2.9	-38.9	13.0	0.3	8.5	-2.3	-15.6
CSc1nnc(COc2ccc(C)cc2)n1N	0.6	-18.4	1.9	22.4	20.2	0.6	-4.6	6.9	-3.8[fluorescence artefact?]
Cn1c(-n2c(-c3ccco3)nc3ccccc3c2=O)nc2ccccc21	0.5	7.3	10.5	0.5	-3.0	0.5	-0.2	15.9	7.1
CCOC(=O)C1=C(C)N=C2SCCC(=O)N2C1c1sccc1C (centres undefined)	-1.2	8.2	13.4	19.1	14.5	-2.2	-0.1	19.5	7.2
CCCCn1nnnc1SCC(=O)NCc1ccco1	0.9	-2.7	/	-10.1	-13.1	0.4	1.7	-7.5	-11.2
CCN(CC)S(=O)(=O)c1ccc(NC(=O)c2cc(C(=O)OC)cc([N+](=O)[O-])c2)cc1	0.8	-4.2	5.4	-16.2	46.5	-1.0	-2.8	10.8	10.8
O=[N+]([O-])c1ccc(N2CCOCC2)nc1	0.8	7.3	4.5	-19.7	-21.8	0.2	-2.6	-2.2	-0.2
Cn1nc(-c2ccccc2)c2cc(C(=O)O)sc21	0.4	-6.5	6.3	30.4	-32.7	1.0	7.0	-0.6	-0.1
O=C(c1ccco1)N1CCN(C(c2ccccc2Cl)c2nnnn2CC2CCCO2)CC1 (centres undefined)	0.7	0.7	17.9	31.6	-22.1	-0.2	-8.6	4.1	67.7

A portion of the library; the hit share may differ from the screen's.
